KB-3-1 tox: KB-3-1 parental cell cytotoxicity; KB-3-1 viability, CellTiter-Glo ATP luminescence, 72 h; Potency, µM (doses to about 46.1 µM), for inactives: at the highest dose activity change, negative = cytotoxic, usual class: cytotoxic; 400,000 tested, 1.4% active; AID 1347075; also: potency is read from the fitted curve at half-maximal effect; % is scaled to controls: 0 for no effect and ±100 for the full control effect; nearly all actives have a fitted effect of over 60% in size
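Multi-concentration cytotoxicity screen in KB-3-1 cells grown in DMEM lacking phenol red with 10% FBS. After 72 h at 37 °C with compound, ATP-dependent luminescence was recorded.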
MCF10A rereplic: induces DNA re-replication in MCF 10a normal breast cells | MCF 10A DNA re-replication, Hoechst nuclear intensity, 48 h | Potency, µM (series often up to 46.1 µM), for the others: at the top dose activity, positive = re-replication, hits mostly activators | 350,000 tested, 2.9% active; also: potency is read from the fitted curve at half-maximal effect; % of control where 0% means no effect; nearly all actives have a fitted effect of over 50% in size
HT1080 IDH1KD tx: toxicity to HT-1080 IDH1 knockdown cells (counter line) | HT-1080 IDH1 knockdown viability, ATP luminescence, 48 h | Potency, µM (highest dose often 46.1 µM), for inactives: at the top dose activity, negative = toxicity, usual class: cytotoxic | AID 686971 | 360,000 tested, 2% active;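 also: potency is read from the fitted curve at half-maximal effect; 0% = DMSO wells and -100% = cell-free medium wells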
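In this qHTS, HT-1080 cells depleted of IDH1 are exposed for 48 h at 37 °C to compound titrations. Toxicity is scored from CellTiter-Glo luminescence, with DMSO as full viability and medium alone as none.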
HT1080NT lethal: kills 2HG-producing HT-1080-NT fibrosarcoma cells. HT-1080-NT fibrosarcoma viability, CellTiter-Glo ATP luminescence, 48 h. Potency, µM (top dose mostly 46.1 µM), inactives show at the highest dose activity, negative = less viability, usual class: cytotoxic. 360,000 tested, 1.6% active;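 also: NT is the 2HG producing partner of a matched IDH1 knockdown line; potency is read from the fitted curve at half-maximal effect; 0% = DMSO-treated cells and -100% = media-only wells without cells; nearly all actives have a fitted effect of over 55% in size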
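750 cells/well, RPMI + 5% FBS; 2 h settle, compound pin-transfer, 48 h at 37 degrees C. CellTiter-Glo 10 min RT, luminescence. Normalized to DMSO and media-only wells.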
IL1B secr inh: blocks inflammasome-driven IL-1 beta release | THP-1 LPS/ATP IL-1B secretion, AlphaLISA, 16 h; stronger effect = lower value | activity change, % at 57.5 µM | 360,000 tested, 4.7% active; in the data active = activity change below about -50%; inconclusive = mostly about -30% to -49%; also: % is scaled to controls: 0 for no effect and ±100 for the full control effect
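Secreted IL-1B measured by AlphaLISA bead assay after 16 h compound exposure of THP-1 cells; compounds (final up to 57.5 uM) added 1 h before LPS (250 ng/mL) and ATP (1.25 mM) stimulation; lower signal means less secretion.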
WRN inhibitor: WRN helicase (human) inhibition | Q14191 | WRN helicase unwinding, fluorescent forked duplex, kinetic | Potency, µM (highest dose often 114 µM), inactives show at the highest dose activity change, negative = inhibition, most hits filed as inhibitors | 360,000 tested, 0.46% active; also: potency is read from the fitted curve at half-maximal effect; % is scaled to controls: 0 for no effect and ±100 for the full control effect; nearly all actives have a fitted effect of over 55% in size
Target sequence (Q14191 whole entry, looked up): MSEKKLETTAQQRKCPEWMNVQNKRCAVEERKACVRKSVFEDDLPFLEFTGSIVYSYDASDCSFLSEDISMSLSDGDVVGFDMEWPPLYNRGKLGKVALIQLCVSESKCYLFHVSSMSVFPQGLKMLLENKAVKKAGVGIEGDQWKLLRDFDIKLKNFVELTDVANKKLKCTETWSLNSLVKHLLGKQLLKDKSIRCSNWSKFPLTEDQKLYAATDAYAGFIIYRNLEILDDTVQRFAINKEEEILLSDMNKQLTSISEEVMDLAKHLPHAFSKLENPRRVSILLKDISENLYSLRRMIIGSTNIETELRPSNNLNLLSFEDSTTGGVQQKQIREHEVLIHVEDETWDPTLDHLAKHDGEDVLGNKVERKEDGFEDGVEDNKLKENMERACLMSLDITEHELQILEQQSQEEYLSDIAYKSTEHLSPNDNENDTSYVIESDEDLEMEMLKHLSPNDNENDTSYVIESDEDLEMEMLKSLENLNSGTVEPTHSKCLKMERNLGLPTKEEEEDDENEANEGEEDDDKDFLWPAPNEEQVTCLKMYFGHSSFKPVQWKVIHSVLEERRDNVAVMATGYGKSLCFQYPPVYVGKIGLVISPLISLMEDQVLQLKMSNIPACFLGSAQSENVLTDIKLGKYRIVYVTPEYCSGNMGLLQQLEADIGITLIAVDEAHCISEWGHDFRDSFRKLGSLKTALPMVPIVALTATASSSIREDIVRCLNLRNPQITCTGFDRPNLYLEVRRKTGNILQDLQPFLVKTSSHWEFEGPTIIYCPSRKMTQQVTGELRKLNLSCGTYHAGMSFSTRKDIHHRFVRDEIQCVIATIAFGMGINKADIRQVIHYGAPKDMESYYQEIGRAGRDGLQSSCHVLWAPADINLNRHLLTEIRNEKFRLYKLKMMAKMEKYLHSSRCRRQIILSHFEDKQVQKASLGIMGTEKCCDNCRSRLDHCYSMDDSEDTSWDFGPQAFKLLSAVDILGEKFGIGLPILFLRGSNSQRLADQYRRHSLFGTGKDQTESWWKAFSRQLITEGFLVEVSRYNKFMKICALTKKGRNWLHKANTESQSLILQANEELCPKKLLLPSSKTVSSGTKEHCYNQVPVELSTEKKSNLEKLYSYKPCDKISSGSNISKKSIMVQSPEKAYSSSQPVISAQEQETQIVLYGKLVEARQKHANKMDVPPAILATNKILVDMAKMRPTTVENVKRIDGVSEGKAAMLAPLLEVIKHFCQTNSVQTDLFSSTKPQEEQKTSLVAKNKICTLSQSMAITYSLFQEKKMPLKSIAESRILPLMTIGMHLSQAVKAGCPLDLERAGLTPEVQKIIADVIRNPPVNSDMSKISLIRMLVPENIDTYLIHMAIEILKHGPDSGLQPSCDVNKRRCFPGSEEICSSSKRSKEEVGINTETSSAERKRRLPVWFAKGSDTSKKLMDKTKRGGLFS
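Kinetic red-fluorescence monitoring (525/598 nm) tracks WRN helicase activity after 100 nM fluorophore-quencher forked duplex and 2 mM ATP are added to 20 nM enzyme pretreated 15 min at room temperature with compound.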
KB-V1 MDR tox: kills drug-selected multidrug resistant KB-V1 cells; KB-V1 MDR cells viability, CellTiter-Glo, 72 h; Potency, µM (doses to about 46.1 µM), for the others: at the top dose activity change, negative = cytotoxicity, usual class: cytotoxic; 400,000 tested, 3.4% active; also: potency is read from the fitted curve at half-maximal effect; % is scaled to controls: 0 for no effect and ±100 for the full control effect; nearly all actives have a fitted effect of over 60% in size
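KB-V1 cells (P-gp-expressing MDR subline of KB-3-1) in phenol-red-free DMEM with 10% FBS were exposed to library compounds over a concentration series for 72 h at 37 degrees C. Viability read by CellTiter-Glo luminescence; concentration-effect curves fitted after normalization.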
SW480 rerep: induces DNA re-replication in SW480 colon adenocarcinoma cells; AID 624297; 340,000 tested, 1.8% active; Potency, µM (titrated, usually from 46.1 µM), for inactives: at the top dose re-replication activation, most hits filed as activators; SW480 DNA re-replication, Hoechst DNA content imaging, 48 h; also: potency is read from the fitted curve at half-maximal effect; % of control where 0% means no effect; nearly all actives have a fitted effect of over 55% in size
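Compounds, transferred as 23 nL by pin tool, were incubated with cells for 48 hr; DNA content per nucleus was then quantified by Hoechst staining and fluorescence plate imaging.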
ATXN2 expr inh: reduces ATXN2 reporter expression in HEK-293 cells. Potency, µM (doses to about 57 µM), without a hit: top-dose activity change, negative = inhibition, usual class: inhibitors. AID 1745845. HEK-293 ATXN2-luciferase reporter, luminescence, 24 h. 360,000 tested, 0.72% active; also: potency is read from the fitted curve at half-maximal effect; % is scaled to controls: 0 for no effect and ±100 for the full control effect; nearly all actives have a fitted effect of over 55% in size
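ATXN2-luciferase reporter cells (luciferase flanked by upstream and downstream ATXN2 gene portions) were treated 24 h at 37 °C with compounds at up to 57 uM. SteadyGlo luminescence gave expression; GF-AFC fluorescence gave viability.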
An asterisk follows results filed as active; ? = inconclusive; . = no result given; & = joins results of further samples; [ ] = remark or other dose. Unless noted, calls follow the shape of the dose curve; as a rule, active = well fitted curve in the direction sought with a large enough effect; inconclusive = small, poorly fitted or top-dose-only effect, or another doubt; inactive = no such curve, though single readings can be large; an effect the other way counts as inactive or inconclusive.

| SMILES | KB-3-1 tox | MCF10A rereplic | HT1080 IDH1KD tx | HT1080NT lethal | IL1B secr inh | WRN inhibitor | KB-V1 MDR tox | SW480 rerep | ATXN2 expr inh |
| --- | --- | --- | --- | --- | --- | --- | --- | --- | --- |
| Cc1ccc(S(=O)(=O)N2C[C@H]3n4c(=O)ccc(=O)n4C[C@H](OC(=O)NC4CC4)[C@@]3(O)C2)cc1 | 22% | . | 6% | 3% | 17 | -3% | 9% | . | 9% |
| O=C(COc1ncnc2cc([N+](=O)[O-])ccc12)NC1CCCCC1 | -3% | 4% | -3% | -3% | 20 | -5% | -11% | -11% | -17% |
| CN1Cc2c(N)cccc2C(c2ccccc2)C1 (stereo not drawn) | 0%&0% | -14%&6%&3% | -1%&-2% | -12%&-2% | -9&-12 | -5%&6% | -3%&-3% | -8%&-11%&0% | -6%&-12%&3% |
| Cc1ccc(C2(C)NC(=O)N(CC(=O)N(C)CC(=O)Nc3cccc(F)c3)C2=O)cc1 (stereo not drawn) | -22% | -2% | 0% | 1%[9.24 µM] | 12 | 0% | 20% | -13% | 5% |
| CC(CCO)Nc1nc2c([nH]1)c(=O)n(C)c(=O)n2C (stereo not drawn) | 8% | 17% | -7%[9.24 µM] | -18% | 43 | 2%[57.1 µM] | 8% | 17% | 0% |
| Cc1nc(N2CCOCC2)nc(N2CCCCC2)c1[N+](=O)[O-] | -2% | 5% | -9% | -6% | 4 | -4% | 1% | -1% | -3% |
| CCCOc1ccc(C(C)=O)cc1CSc1nc(O)cc(=O)[nH]1 | 9% | -3% | 4% | -2% | 17 | -15%[11.6 µM] | 12% | 1% | 1% |
| CCc1ccc(N(CC(=O)Nc2ccc(NC(C)=O)cc2)S(=O)(=O)c2ccccc2)cc1 | 0% | 9% | -24% | -16% | 64 | -1% | -11% | -131%[inhibitor] | -6% |
| Cc1ccccc1OCC(=O)NNC(=O)Nc1ccccc1 | -2% | -2% | -3% | 6% | -14 | 10% | -1% | -2% | . |
| Cc1ccc(S(=O)(=O)N2CCOCC2)cc1NC(=O)COC(=O)c1cccnc1Cl | 7% | 3% | 2% | 0% | 1 | 5% | 2% | 1% | 0% |
| Fc1ccccc1-c1nc(NCc2ccccc2)c2ccccc2n1 | -1% | ? | -1% | 6% | . | -8% | -23% | 0% | -14% |
| COc1cccc(/C=C2\SC(=S)N(CCC(=O)NNC(=O)c3ccccc3OC)C2=O)c1 | 1% | 0% | 2% | -9% | 39 | 4% | 3% | -7% | -16% |
| Cn1c(=O)c2nnn(/N=C(\c3ccccc3)C3CC3)c2n(C)c1=O | 0% | 0% | 15% | 8% | -13 | 3% | 3% | -4% | -8% |
| COc1ccc(Cl)cc1NC(=S)NCCCN1CCCC1=O | -1% | -3% | -4% | -6% | -6 | 0% | -9% | -3% | . |
| CN(C)CCCNc1cc(Cl)c(S(=O)(=O)N2CCCCC2)cc1C(=O)O | -7% | 2.6µM* | -3% | 5% | 7 | 0% | -4% | -3% | -4% |
| CN(NC1OC(=O)c2ccccc21)c1ncc(C(F)(F)F)cc1Cl (stereo not drawn) | 0% | 4% | -14% | 1% | 1 | 6% | 10% | 0% | . |
| CCOCCCNC(=S)N1CCN(Cc2ccc3c(c2)OCO3)CC1 | 5% | 6% | 5% | 7% | 17 | 6% | 0% | -2% | -9% |
| Nc1c(Cl)cc(-c2csc(NC(CO)c3nc4ccccc4n3CCOCCO)n2)cc1Cl (stereo not drawn) | -11% | ? | -24% | -12% | ? | -8% | -20% | 2% | -11% |
| O=S(=O)(NCc1ccco1)c1cccc2cccnc12 | 4% | 4% | 9% | 7% | 3 | -31% | 1% | -1% | -4% |
| O=C(C1=COCCO1)N1CCN(c2nc3ccc([N+](=O)[O-])cc3s2)CC1 | 12% | 0% | -2% | 3% | 2 | 1% | 17% | -9% | -4% |
| CCCNC(=O)Nc1ccc2c(c1)N(C)C(=O)c1ccccc1S2 | ? | 11% | -13% | -9% | -9 | 2% | 21µM* | 6% | -11% |
| Cn1c(SCc2c(Cl)cccc2Cl)nnc1-c1cccs1 | 33% | 0% | 18% | ? | ? | 1% | 18µM* | 1% | 16% |
| O=C(CC(=O)NC1CCCCC1)N/N=C/c1ccccc1[N+](=O)[O-] | -20% | . | -4% | 7% | 1 | 11% | 18% | . | 13% |
| Cc1cccc(C)c1NC(=O)CSc1nnc(Cc2ccccc2)o1 | -1% | -1% | 11% | -1% | -23 | 6% | 0% | -4% | -5% |
| Clc1ncccc1-c1nc2ccccc2s1 | 7% | -3% | -5% | 6% | 25 | 6%[57.1 µM] | ? | 2% | 35% |
| CC(=O)c1ccc(N(C(=O)CNC(=O)c2ccco2)C(C(=O)NCC2CCCO2)c2ccccc2)cc1 (stereo not drawn) | 8% | -12% | 15% | 20% | 16 | 11% | 9% | -71%[inhibitor] | -5% |
| CN(CC1COc2ccccc2O1)C(=O)CSc1nncs1 (stereo not drawn) | 4% | 0% | 11% | 0% | 20 | -14% | -12% | -6% | -1% |
| Cc1ccc(NC(=O)CN(C)C(=O)c2ccc3[nH]c4c(c3c2)CC(C)CC4)cc1 (stereo not drawn) | ? | ? | -17% | -17% | -51* | 4% | 15µM* | ? | 45%[activator] |
| O=C(CCc1nc2ccccc2c(=O)[nH]1)OCc1cccc(C(F)(F)F)c1 | 14% | 3% | 1% | 2% | -1 | -4% | 12% | -1% | 5% |
| O=C(O)C1CCN(C(=O)c2ccccc2N2C(=O)[C@@H]3Cc4c([nH]c5ccccc45)C(c4cccc(Cl)c4)N3C2=O)CC1 (stereo partly drawn) | 0% | ? | 0% | 1% | 10 | 5% | ? | -3% | -2% |
| O=C(Nc1ccccc1Cl)NC1(C(=O)NCCCN2CCOCC2)CCCCC1 | -7% | 1% | 7% | 5% | -1 | 7% | 1% | 1% | -7% |
| CCOC(=O)C1CCN(S(=O)(=O)c2ccc(C(C)=O)cc2)CC1 | -3% | -8% | -14% | 2% | -2 | 5% | 9% | -5% | 3% |
| O=c1cc(N2CCN(Cc3ccccc3)CC2)c(-c2ccccc2)n[nH]1 | 7% | 2% | 16% | 2% | 10 | 7% | 1% | 0% | -9% |
| CC/C(=N/Nc1cccc(C)c1)c1cnnc(SC)n1 | -16% | ? | ? | ? | -2 | -35% | ? | ? | ? |
| Cc1ccc(S(=O)(=O)N2CCOCC2)cc1C(=O)OCC(=O)NC1CC1 | 14% | 1% | 3% | -5%[9.24 µM] | -1 | 1% | 27% | 16% | 5% |
| CC(C)CC(=O)[C@@H](O)Cc1ccc(O)cc1 | 15% | . | 4% | 19% | 22 | 0% | ? | . | -6% |
| COc1ccc(/C=N\NC(=O)c2cc(OCC(F)(F)F)ccc2OCC(F)(F)F)cc1 | 1% | 4% | -22% | -23% | 19 | 9% | -1% | 1% | -10% |
| N/C(=N\OC(=O)COc1ccc(Br)cc1Cl)c1cccnc1 | -7% | ? | 8% | 2% | -3 | 3% | ? | -5% | 52%[activator] |
| CCN(c1ccccc1)c1cc(C)nc2ncnn12 | 12% | 11% | 4% | 1% | 21 | 2% | 0% | 2% | 4% |
| CCCCn1nnnc1C(c1cc2ccccc2o1)N(CCN(C)C)Cc1ccccc1 (stereo not drawn) | ? | . | 21µM* | 18µM* | ? | -2% | -15% | . | 32µM* |
| COc1ccc(CSc2nnnn2C)cc1F | 3% | -10% | 10% | 6% | -16 | 8% | 0% | -2% | 6% |
| Cc1cc(N2CCCC2)nc2ccc(NC(=S)NCCCOC(C)C)cc12 | -26% | ? | -4% | -7% | -11 | -6% | -4% | ? | -15% |
| CSc1nc(-c2ccccc2)nc(SC)c1C(C)=O | -1% | 10% | 9% | -5% | 40 | -12% | ? | -14% | 0% |

Structures above with an aryl thioether with sulfur outside any ring:
| SMILES | KB-3-1 tox | MCF10A rereplic | HT1080 IDH1KD tx | HT1080NT lethal | IL1B secr inh | WRN inhibitor | KB-V1 MDR tox | SW480 rerep | ATXN2 expr inh |
| --- | --- | --- | --- | --- | --- | --- | --- | --- | --- |
| CCCOc1ccc(C(C)=O)cc1CSc1nc(O)cc(=O)[nH]1 | 9% | -3% | 4% | -2% | 17 | -15%[11.6 µM] | 12% | 1% | 1% |
| Cn1c(SCc2c(Cl)cccc2Cl)nnc1-c1cccs1 | 33% | 0% | 18% | ? | ? | 1% | 18µM* | 1% | 16% |
| Cc1cccc(C)c1NC(=O)CSc1nnc(Cc2ccccc2)o1 | -1% | -1% | 11% | -1% | -23 | 6% | 0% | -4% | -5% |
| CN(CC1COc2ccccc2O1)C(=O)CSc1nncs1 (stereo not drawn) | 4% | 0% | 11% | 0% | 20 | -14% | -12% | -6% | -1% |
| CC/C(=N/Nc1cccc(C)c1)c1cnnc(SC)n1 | -16% | ? | ? | ? | -2 | -35% | ? | ? | ? |
| COc1ccc(CSc2nnnn2C)cc1F | 3% | -10% | 10% | 6% | -16 | 8% | 0% | -2% | 6% |
| CSc1nc(-c2ccccc2)nc(SC)c1C(C)=O | -1% | 10% | 9% | -5% | 40 | -12% | ? | -14% | 0% |
